HTT aggregate: mutant huntingtin aggregation inhibition | actives 1.1% (n = 220,000) | PC12 HttQ103-GFP aggregates, Acumen cytometry, 40 h | Potency, µM (series often up to 46.1 µM), inactives show at the highest dose activity change, negative = inhibition, most hits filed as inhibitors; note: % is set by controls: 0 for no effect and ±100 for the full control effect; nearly all actives have a fitted effect of over 60% in size
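Compounds (qHTS titration) were added to PC12 cells expressing an ecdysone-driven HTT exon 1 Q103–GFP fusion after induction with 100 nM tebufenozide. Aggregate formation was measured as GFP objects in cell lysates.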
HTT ATP protect: Huntington cell model cytoprotection by ATP luminescence. PC12 HTT-Q103 induced, cytoprotection, ATP luminescence, 40 h. Potency, µM (doses to about 56.4 µM), for inactives: cytoprotection (ATP increase), actives largely listed as activators. actives 0.14% (n = 230,000). AID 1471;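 note: % of control where 0% means no effect; nearly all actives have a fitted effect of over 45% in size; toxic huntingtin expression switched on by the ecdysone agonist tebufenozide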
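Readout: ATPlite luminescence (ATP level). Model: stable PC12, inducible Htt exon1 Q103-GFP. Inducer: tebufenozide, 100 nM final. Compounds: dose series. No G418 in medium.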
JMJD2E inh: blocks human JMJD2E demethylase activity | B2RXH2 | JMJD2E catalytic domain, FDH-coupled NADH fluorescence (FDH is formaldehyde dehydrogenase) | Potency, µM (top dose mostly 57.1 µM), without a hit: at the top dose activity change, negative = inhibition, usual class: inhibitors | actives 1.6% (n = 230,000); active = well fitted inhibition curve with a large enough effect, not every such curve was filed as active; inconclusive = small, poorly fitted or top-dose-only effect, or another doubt; inactive = no such curve, though single readings can be large or run the other way;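 note: 0% = wells with enzyme and -100% = buffer wells without enzyme; nearly all actives have a fitted effect of over 50% in size; many of its hits are not listed in these tables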
Target sequence (B2RXH2 1-337 limits assumed): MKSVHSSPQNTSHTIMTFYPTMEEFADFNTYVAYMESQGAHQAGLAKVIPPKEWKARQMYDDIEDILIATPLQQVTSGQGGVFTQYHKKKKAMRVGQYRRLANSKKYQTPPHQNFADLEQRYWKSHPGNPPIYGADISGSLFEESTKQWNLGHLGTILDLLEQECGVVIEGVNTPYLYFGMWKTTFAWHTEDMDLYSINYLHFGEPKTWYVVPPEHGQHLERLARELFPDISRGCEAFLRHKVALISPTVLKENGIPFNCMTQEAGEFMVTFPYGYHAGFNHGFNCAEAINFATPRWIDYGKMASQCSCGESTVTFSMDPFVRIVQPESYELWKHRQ
SMN2 splice enh: enhancers of SMN2 splice variant expression | HEK293 SMN2-luciferase splicing reporter, luminescence, 30-36 h | Potency, µM (highest dose often 46.1 µM), inactives show top-dose activity change, positive = activation, most hits filed as activators | actives 2.8% (n = 210,000) | AID 1458; note: % of control where 0% means no effect; nearly all actives have a fitted effect of over 55% in size
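HEK293 cells carry an SMN2 […]–luciferase reporter in which exon 7 inclusion puts luciferase in frame. Cells were plated 10-12 h before compound addition, then incubated 30-36 h at 37C. ONE-Glo luminescence was read; sodium butyrate at 4.5 mM final served as control.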
ALDH1A1 inh: ALDH1A1 (human) enzyme inhibition; P00352; Purified ALDH1A1, NADH fluorescence, propionaldehyde substrate; Potency, µM (highest dose often 75.3 µM), for inactives: top-dose activity, negative = inhibition, actives largely listed as inhibitors; actives 7.3% (n = 220,000); active = well fitted inhibition curve with a large enough effect, not every such curve was filed as active; inconclusive = small, poorly fitted or top-dose-only effect, or another doubt; inactive = no such curve, though single readings can be large or run the other way;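 note: plate controls were no enzyme wells and a reference inhibitor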
Target sequence (P00352 whole entry, looked up): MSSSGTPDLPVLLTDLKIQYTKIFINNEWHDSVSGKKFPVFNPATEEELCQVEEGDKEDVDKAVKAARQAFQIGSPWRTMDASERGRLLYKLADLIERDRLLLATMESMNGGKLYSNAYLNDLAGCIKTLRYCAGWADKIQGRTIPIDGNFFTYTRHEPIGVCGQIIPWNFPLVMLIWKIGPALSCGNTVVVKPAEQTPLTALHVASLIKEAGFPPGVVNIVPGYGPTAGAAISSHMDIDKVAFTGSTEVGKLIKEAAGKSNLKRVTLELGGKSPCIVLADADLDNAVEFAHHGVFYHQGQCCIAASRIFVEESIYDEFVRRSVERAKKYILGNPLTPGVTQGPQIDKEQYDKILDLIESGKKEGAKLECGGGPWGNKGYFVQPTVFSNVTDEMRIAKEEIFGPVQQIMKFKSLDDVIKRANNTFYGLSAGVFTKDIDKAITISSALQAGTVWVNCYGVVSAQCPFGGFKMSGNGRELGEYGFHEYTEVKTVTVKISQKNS
Tau fibril FP: inhibitors of human tau fibril formation; AID 1468; P10636; Potency, µM (doses to about 57.7 µM), without a hit: at the top dose activity, negative = inhibition, usual class: inhibitors; K18 P301L tau heparin fibrillization, Alexa594 FP, 6 h; actives 0.39% (n = 280,000); note: % is set by controls: 0 for no effect and ±100 for the full control effect; nearly all actives have a fitted effect of over 55% in size
Target sequence (P10636 561-689 P618L limits assumed): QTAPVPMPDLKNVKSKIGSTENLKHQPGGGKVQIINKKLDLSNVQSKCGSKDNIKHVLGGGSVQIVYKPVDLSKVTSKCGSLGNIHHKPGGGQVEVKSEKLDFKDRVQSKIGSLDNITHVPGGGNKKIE
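Human K18 P301L fragment (15 uM unlabeled plus 0.24 uM Alexa 594-labeled) in 100 mM sodium acetate pH 7 with compound, aggregation induced by 20 uM heparin for 6 hr at 37 C. ThT (30 uM) added for 1 hr, then Alexa 594 FP read.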
Tau fluor cs: counter-screen for tau fibril formation inhibitors; actives 0.93% (n = 280,000); tau K18 P301L Alexa594 fluorescence, heparin fibrillization; Potency, µM (series often up to 57.7 µM), inactives show at the highest dose activity change, negative = decrease; AID 1463; note: % is set by controls: 0 for no effect and ±100 for the full control effect; nearly all actives have a fitted effect of over 55% in size
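Human tau K18 P301L (15 uM unlabeled, 0.24 uM Alexa 594-labeled) in 100 mM sodium acetate pH 7 with 20 uM heparin, 6 hr at 37 C. ThT 30 uM added, 1 hr ambient; Alexa 594 FP and total fluorescence read at 555/632 nm.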
Tau ThT inhib: blocks human tau fibril formation measured by thioflavin T | recombinant tau K18 P301L, heparin-induced fibrillization, ThT fluorescence | Potency, µM (titrated, usually from 57.4 µM), without a hit: at the top dose activity, negative = inhibition, actives largely listed as inhibitors | actives 2.1% (n = 270,000) | AID 1460; note: % is set by controls: 0 for no effect and ±100 for the full control effect; nearly all actives have a fitted effect of over 55% in size
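ThT emission at 510 nm, taken 1 hr after adding 30 uM dye, quantifies aggregates formed when 20 uM heparin acts on human tau K18 P301L for 6 hr at 37 C.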
Active calls of the source: *; u = inconclusive; x = not tested or not shown; [ ] = remark or other dose. Unless noted, calls come from the whole dose curve; as a rule, active = well fitted curve in the direction sought with a large enough effect; inconclusive = small, poorly fitted or top-dose-only effect, or another doubt; inactive = no such curve, though single readings can be large; an effect the other way counts as inactive or inconclusive. Potency is the fitted concentration of half-maximal effect.

Structure	HTT aggregate	HTT ATP protect	JMJD2E inh	SMN2 splice enh	ALDH1A1 inh	Tau fibril FP	Tau fluor cs	Tau ThT inhib
O=C(/C(C=Nc1ccc(Br)cc1)=C(/O)c1ccco1)C(F)(F)F	29%	u	-10%	14µM*	-5%	4%	-15%	u
CCOc1ccccc1Nc1nnc(SCC(=O)Nc2cccc(S(=O)(=O)NC3=NCCCCC3)c2)s1	0%	20%[10 µM]	-27%	-43%[inhibitor]	u	-3%	u	-10%
COc1ccc(-n2nc(C(=O)NCCCOC(C)C)c3c4ccccc4n(C)c3c2=O)cc1	x	x	x	-7%	x	-11%	-17%	-4%
CCOc1ccc(NC(=S)N(CCCN2CCCC2)Cc2cccn2Cc2ccc(Cl)cc2)cc1	u	x	-3%	-46%[inhibitor]	-5%	11%	-28%	u
Cc1cc(NCCC(C)C)n2nc(C)c(-c3ccccc3)c2n1	u	-31%	u	-14%	u	12%	u	u
COc1ccc2nc(SCC(=O)c3c(C)[nH]c4ccccc34)nc(C)c2c1	x	x	x	-7%	x	u	-26%	u
COc1ccc(Oc2nc3c(C)cccn3c(=O)c2/C=C(\C#N)c2nc3ccccc3[nH]2)cc1	x	x	x	3%	x	-10%	-10%	u
CCCCC(=O)O[C@H]1CC[C@H]2[C@@H]3CCc4cc(O)ccc4[C@H]3CC[C@]12C	-11%	x	-3%	-16%	-1%	u	u	u
O=C(Nc1ccccc1C(=O)N1CCOCC1)c1ccc(Cl)cc1	17%	6%	-4%	-8%	5%	11%	17%	11%
CCOC(=O)c1c(NC(=O)c2cc(Cl)ccc2Cl)sc2c1CCCC2	x	x	x	-2%	x	0%	-20%	-16%
O=C(NCc1ccc(F)cc1)C1Cc2ccccc2CN1C(=O)c1ccco1 (stereo unspecified)	11%	-33%	0%	0%	7%	0%	-5%	-6%
C=C(C)c1cccc(C(C)(C)NC(=O)NC2CCCC2)c1	u	-44%[10 µM]	4%	-29%	9%	9%	13%	2%
Cc1ccccc1OCCn1c(=O)sc2ccccc21	-4%	7%[1.9 µM]	1%	-30%	u	-4%	-18%	-6%
O=C(COC(=O)c1cnccn1)NCCc1ccccc1	9%	-1%	3%	-9%	11%	-1%	-7%	-6%
CC(C)C[C@H](NC(=O)CCn1nnc2ccccc2c1=O)C(=O)O	-4%[9.22 µM]	12%[10 µM]	4%	x	x	-1%	-10%	-14%
CCOc1ccc(NC(=O)CSc2nnc(Cc3cccn3C)n2-c2ccc(F)cc2)cc1	u	16%	-2%	-20%	u	7%	-25%	-17%
O=C(N/N=C\c1ccccn1)C1COc2cc3ccccc3cc2O1 (stereo unspecified)	5%	-22%	-9%	x	u	4%	-6%	-4%
O=C(O)CC12CSc3[nH]c(=O)sc3C1c1ccccc1OC2=O (stereo unspecified)	x	-1%	1%	-12%	u	u	-19%	25µM*
CCOc1ccccc1Oc1coc2cc(OCC(=O)O)ccc2c1=O	-2%	u	-11%	3%	5%	8%	8%	-11%
CCCCN(C(=O)CCn1c(=O)oc2ccccc21)c1ccccc1	x	x	x	-28%	x	-7%	-11%	-2%
O=C1C2CC=C(Cl)CC2C(=O)N1CN(Cc1ccco1)CN1C(=O)C2CC=C(Cl)CC2C1=O (stereo unspecified)	2%	-16%	u	-1%	u	-1%	-6%	-15%
Nc1nc(NCC2CCCO2)nc(Nc2cccc(F)c2)c1[N+](=O)[O-] (stereo unspecified)	-1%[9.22 µM]	16%[10 µM]	10%	x	11%	-3%	-8%	5%
NC1C(O)OC(CO)[C@@H](O)[C@@H]1O[C@H]1O[C@@H](C(=O)O)C(O)C(O)C1O (stereo partly specified)	x	x	9%	-1%	4%	-3%	-6%	-8%
CCOC(=O)c1cnc(-c2ccccc2)nc1N1CCOCC1	1%	-30%	3%	2%	-4%	-7%	-8%	-9%
Cc1ccc(CN(Cc2ccccc2)C(=S)NCC(=O)NCc2cccnc2)o1	-3%	-4%[10 µM]	-1%	-11%	u	4%	-1%	-5%
CCCC(=O)Nc1ccc(C(=O)Nc2ccc([N+](=O)[O-])cc2OC)cc1	u	-11%	3%	-2%	-5%	-11%	-22%	u
Nc1nonc1-n1nnc(C(=O)N/N=C/c2ccccc2Cl)c1COc1ccc(F)cc1	10%[9.22 µM]	10%[10 µM]	6%	x	x	u	u	x
COc1ccc(C=O)cc1COc1ccc(F)cc1F	-2%[9.22 µM]	-33%	-8%	-10%	8.9µM*	4%	-15%	-17%
Cc1ccc(-c2csc(NC(=O)C3=NN(c4ccccc4)C(=O)CC3)n2)cc1	26%	-45%[10 µM]	-25%	-52%[inhibitor]	-9%	-3%	-25%	-17%
C=CCn1c(SCC(=O)Nc2ncc(Cc3ccc(Br)cc3)s2)nnc1-c1ccncc1	-9%	-26%	2%	-4%	6%	-13%	-1%	-7%
CCC(CC)C(=O)N1CCc2cc(OC)c(OC)cc2C1COc1ccc2c(C)cc(=O)oc2c1 (stereo unspecified)	x	x	x	8%	x	-5%	-6%	-7%
Cc1ccc(CN2CCN(CC(=O)N/N=C/c3ccc(C)o3)CC2)cc1	-16%[9.22 µM]	-14%[10 µM]	-6%	x	x	-3%	-9%	-6%
Nc1ccc2oc(C3CCCCC3)nc2c1	-1%[9.22 µM]	-26%[10 µM]	4%	11µM*	u	7%	11%	9%
CC1CN(c2ncnc3c2oc2ccccc23)CC(C)O1 (stereo unspecified)	13%	-25%	-3%	-14%	-9%	-6%	-7%	-6%
COc1ccc(N=C2SC(C(=O)Nc3ccc(C(=O)O)cc3)CC(=O)N2Cc2cccs2)cc1 (stereo unspecified)	-4%[9.22 µM]	-15%[10 µM]	-3%	x	x	1%	-13%	-3%
S=C(Nc1cccc2ccccc12)NN1CCOCC1	9%	-8%	u	2%	-10%	4%	-2%	-2%
CCCCSCCCNC(=S)Nc1ccccc1C	22µM*	-12%	7%	12%	4%	-6%	-20%	-12%
COc1cccc(NC(=O)N(C2CCCCC2)C(C)c2cccs2)c1 (stereo unspecified)	7%	-24%	1%	-16%	-1%	-2%	-12%	-11%
Cc1cc(Oc2ccc3ccccc3c2)nc(SCC(=O)c2ccccc2)n1	-22%	12%[10 µM]	-1%	-6%[1.84 µM]	-9%	-2%	-26%	-14%
COc1cc(NC(=O)Cn2cnc3ccccc3c2=O)c(OC)cc1Cl	7%	-45%	-17%	-3%	3%	u	-3%	-2%
COc1ccc(N(C(=O)C(C)C)S(=O)(=O)c2ccc(Cl)cc2)cc1	-27%	-21%	0%	-10%	u	0%	-22%	-22%
COc1ccc(-c2nc3scc(-c4ccc(OC)c(OC)c4)c3c(=O)o2)cc1	6%	-16%	-8%	-11%	10%	-11%	-13%	-15%
N#C/C(=C(/O)CN1CCN(c2ccccc2F)CC1)c1nc(-c2ccccc2)cs1	u	-29%	9%	-29%	7%	8%	-21%	u
CCOC(=O)C1CCN(C(=O)CN(c2ccc(OC)c(OC)c2)S(=O)(=O)c2ccccc2)CC1	-2%	-7%	1%	17%	-9%	-9%	-6%	3%
COc1cc(SC)ccc1C(=O)OC1CCOC1=O (stereo unspecified)	-12%	-21%	3%	-7%	-9%	1%	5%	-1%
COc1cc(OC)cc(C(=O)Nc2cc(-c3nc4cc(Cl)ccc4o3)ccc2Cl)c1	x	x	x	15%	x	-17%	-11%	-5%
COc1cc(N/C(=N/S(=O)(=O)c2ccccc2)c2ccccc2)ncn1	-9%	-14%	-1%	u	u	1%	6%	8%
O=C(NC1CC1)C1=C[C@@H](c2csc3ccccc23)C[C@@H](OCCCCO)O1	5%[9.22 µM]	-1%[10 µM]	-5%	x	x	-1%	17%	7%
O=C(COc1ccc(Br)cc1Cl)NC1CCCCC1	-23%	16%[0.074 µM]	11%	u	6%	-1%	2%	-2%
COc1ccc(Br)cc1Cn1nnc(C(=O)Nc2cccc(SC)c2)c1N	x	x	x	-19%	x	u	u	8%
Cc1cccc(CN2CCc3c(OCC(=O)NCc4ccco4)cccc3C2=O)c1	-4%	9%[10 µM]	-1%	u	22µM*	9%	6%	7%
N#Cc1ccsc1NC(=O)COC(=O)c1ccc(NC(N)=O)cc1	8%	-34%	9%	13µM*	-6%	-7%	u	-17%
C/C(Cn1nnc2ccccc21)=N\NC(=O)c1cccc(Br)c1	-16%	8%[10 µM]	0%	9%	u	7%	-3%	u
Cc1ccc(Sc2cnn(-c3ccccc3)c(=O)c2Cl)cc1	-12%	3%	-3%	-15%	0%	-6%	-12%	-19%
Cc1cccc(N(CC(=O)NC(C)(C)C)C(=O)CS(=O)CC(=O)Nc2ccc3c(c2)OCO3)c1 (stereo unspecified)	6%[9.22 µM]	-1%[10 µM]	-12%	x	-6%	9%	-8%	-2%
CCCc1cc(=O)oc2cc(C)cc(OCc3nn[nH]n3)c12	2%	3%[0.074 µM]	u	5%	u	1%	6%	7%
O=C(Nc1ccccc1Br)C(Cc1ccccc1)NS(=O)(=O)c1cccc2nsnc12 (stereo unspecified)	x	x	x	4%	x	-18%	u	-16%
O=C(Nc1ccc(N=Nc2ccccc2)cc1)c1ccc(Cl)cc1Cl	1%	-19%	-7%	-4%	-3%	2%	0%	u

Sorted by value in ALDH1A1 inh (rising): 3 from the list above
SMILES,ALDH1A1 inh
CCCCSCCCNC(=S)Nc1ccccc1C,4%
O=C(COc1ccc(Br)cc1Cl)NC1CCCCC1,6%
N#C/C(=C(/O)CN1CCN(c2ccccc2F)CC1)c1nc(-c2ccccc2)cs1,7%

The list is partial; the hit share may differ from the screen's.
